S2 tox = Viability Counterscreen for Primary qHTS for Inhibitors of ATXN expression | S2 cells (HEK-293 line with an ATXN2-luciferase reporter) viability, CellTiter-Fluor protease fluorescence, 24 h | Potency, µM (titrated, usually from 56.7 µM), usual class: cytotoxic | actives 0.49% (n = 400,000); note: potency is the fitted concentration of half-maximal effect; nearly all actives have a fitted effect of over 40% in size
ATXN2 expr inh = Primary qHTS for Inhibitors of ATXN expression; HEK-293 ATXN2-luciferase reporter, luminescence, 24 h; Potency, µM (series often up to 57 µM), without a hit: at the top dose activity change, negative = inhibition, most hits filed as inhibitors; actives 0.72% (n = 360,000); AID 1745845, 2022; note: potency is the fitted concentration of half-maximal effect; % is set by controls: 0 for no effect and ±100 for the full control effect; nearly all actives have a fitted effect of over 55% in size
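ATXN2-luciferase reporter cells (luciferase flanked by upstream and downstream ATXN2 gene portions) were treated 24 h at 37 °C with compounds at up to 57 uM. SteadyGlo luminescence gave expression; GF-AFC fluorescence gave viability.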
HT1080-NT tox = qHTS for induction of synthetic lethality in tumor cells producing 2HG: qHTS for the HT-1080-NT fibrosarcoma cell line; HT-1080-NT fibrosarcoma viability, CellTiter-Glo ATP luminescence, 48 h; Potency, µM (top dose mostly 46.1 µM), for the others: at the top dose activity, negative = less viability, most hits filed as cytotoxic; actives 1.6% (n = 360,000); AID 686970, 2013;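 note: NT is the 2HG producing partner of a matched IDH1 knockdown line; potency is the fitted concentration of half-maximal effect; 0% = DMSO-treated cells and -100% = media-only wells without cells; nearly all actives have a fitted effect of over 55% in size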
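Read-out is CellTiter-Glo luminescence after 10 minutes at room temperature, following 48 hours' compound treatment of HT-1080-NT cells (750 cells/well, RPMI, 5% FBS, 37 degrees C).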
IL1B secr inh = qHTS for Inhibitors of Inflammasome Signaling: IL-1-beta AlphaLISA Primary Screen; THP-1 LPS/ATP IL-1B secretion, AlphaLISA, 16 h; stronger effect = lower value; AID 743279, 2014; activity change, % at 57.5 µM; actives 4.7% (n = 360,000); in the data active = activity change below about -50%; inconclusive = mostly about -30% to -49%; note: % is set by controls: 0 for no effect and ±100 for the full control effect
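THP-1 cells pretreated 1 hr with compounds (up to 57.5 uM final), then stimulated with LPS (250 ng/mL final) plus ATP (1.25 mM final); secreted IL-1B measured by AlphaLISA after 16 hr, decreased signal indicating inhibition.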
KB-3-1 tox = qHTS assay for MDR1-selective chemotherapeutics: Primary screen using the parental adenocarcinoma cell KB-3-1 | Potency, µM (highest dose often 46.1 µM), without a hit: at the top dose activity change, negative = cytotoxic, most hits filed as cytotoxic | actives 1.4% (n = 400,000) | KB-3-1 viability, CellTiter-Glo ATP luminescence, 72 h; note: potency is the fitted concentration of half-maximal effect; % is set by controls: 0 for no effect and ±100 for the full control effect; nearly all actives have a fitted effect of over 60% in size
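72 h, 37 °C compound treatment of KB-3-1 parental cells; CellTiter-Glo added, 10 min, luminescence read. Data corrected against DMSO-only plates and normalized before curve fitting.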
KB-V1 MDR tox = qHTS assay for MDR1-selective chemotherapeutics: Primary screen using the drug-selected MDR subline cells KB-V1; KB-V1 MDR cells viability, CellTiter-Glo, 72 h; Potency, µM (doses to about 46.1 µM), for inactives: at the top dose activity change, negative = cytotoxicity, hits mostly cytotoxic; actives 3.4% (n = 400,000); note: potency is the fitted concentration of half-maximal effect; % is set by controls: 0 for no effect and ±100 for the full control effect; nearly all actives have a fitted effect of over 60% in size
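In this primary screen, KB-V1 cells overexpressing P-gp are incubated with library compounds (lowest to highest concentration) for 72 h at 37 degrees C before a luminescent ATP viability read.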
MCF10A rereplic = A quantitative high throughput screen for small molecules that induce DNA re-replication in MCF 10a normal breast cells; MCF 10A DNA re-replication, Hoechst nuclear intensity, 48 h; Potency, µM (doses to about 46.1 µM), for the others: at the highest dose activity, positive = re-replication, most hits filed as activators; actives 2.9% (n = 350,000); AID 624296, 2012; note: potency is the fitted concentration of half-maximal effect; % of control where 0% means no effect; nearly all actives have a fitted effect of over 50% in size
SW480 rerep = A quantitative high throughput screen for small molecules that induce DNA re-replication in SW480 colon adenocarcinoma cells; SW480 DNA re-replication, Hoechst DNA content imaging, 48 h; Potency, µM (doses to about 46.1 µM), inactives show top-dose re-replication activation, usual class: activators; actives 1.8% (n = 340,000); AID 624297, 2012; note: potency is the fitted concentration of half-maximal effect; % of control where 0% means no effect; nearly all actives have a fitted effect of over 55% in size
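Treated cells incubate 48 hr (37 C, 5% CO2), are stained 40 min with Hoechst, and nuclear fluorescence is enumerated; a rise in nuclei with high DNA signal marks re-replication.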
HT1080 IDH1KD tx = qHTS for induction of synthetic lethality in tumor cells producing 2HG: qHTS for the HT-1080-IDH1KD cell line; HT-1080 IDH1 knockdown viability, ATP luminescence, 48 h; Potency, µM (doses to about 46.1 µM), inactives show at the highest dose activity, negative = toxicity, actives largely listed as cytotoxic; actives 2% (n = 360,000);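 note: potency is the fitted concentration of half-maximal effect; 0% = DMSO wells and -100% = cell-free medium wells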
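IDH1KD HT-1080 cells, 750/well, RPMI + 5% FBS; compound pinned after 2 h settling; 48 h, 37 °C; CellTiter-Glo luminescence; % activity normalised to DMSO and no-cell wells; curves fitted, classed by r2 and efficacy.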
* = called active by the depositor; i = inactive; ? = inconclusive; · = not tested or not shown; [ ] = another dose, or the depositor's remark. Unless noted, calls come from the whole dose curve; as a rule, active = well fitted curve in the direction sought with a large enough effect; inconclusive = small, poorly fitted or top-dose-only effect, or another doubt; inactive = no such curve, though single readings can be large; an effect the other way counts as inactive or inconclusive. Rows were taken by chance; about 11% have a hit in one of these screens.

SMILES	S2 tox	ATXN2 expr inh	HT1080-NT tox	IL1B secr inh	KB-3-1 tox	KB-V1 MDR tox	MCF10A rereplic	SW480 rerep	HT1080 IDH1KD tx
O=C(COC(=O)c1ccc(S(=O)(=O)C(F)F)cc1)Nc1cccnc1Cl	i	-12%	4%	1	6%	18%	-11%	-80%[inhibitor]	15%
C#CCOCCOCCOCCNc1nc(N2CCOCC2)nc(N2CCN(C(=O)CCCCCCCCCCNC(=O)[C@H](CO)n3cc(CCCCCN)nn3)CC2)n1	i	-4%	-4%	-21	-7%	8%	-3%	-10%[9.22 µM]	-10%
Cc1ccc(C(=O)CSc2ncnc3sc4c(c23)CCC(C)C4)cc1 (stereo not drawn)	i	-1%	-5%	0	11%	?	0%	-4%	-3%
CC(C(=O)O)n1c(-c2ccn[nH]2)n[nH]c1=S (stereo not drawn)	i	-7%	0%	0	15%	-2%	2%	1%	9%
O=C(COC(=O)Cc1c(F)cccc1Cl)Nc1ccc2[nH]c(=O)[nH]c2c1	i	-5%	-1%	7	-5%	11%	0%	-2%	8%
COc1ccc(C(=O)OCC(=O)NCCN2C(=O)CSC2=O)cc1	i	2%	8%	24	-7%	1%	0%	-3%	9%
COc1ccc(NS(=O)(=O)c2cc(NC(=O)C3CCCO3)ccc2N2CCCCC2)cc1 (stereo not drawn)	?	?	-18%	-7	?	?	?	?	?
O=C(/C=C/c1ccccc1)c1ccccc1	i	18%	16µM*	?	0%	?	?	?	21µM*
CCN(CC)S(=O)(=O)c1ccc(N2CCCC2)c(NC(=O)C2=COCCO2)c1	i	3%	11%	-1	0%	-7%	-10%	?	5%
Cc1cc(S(=O)(=O)N(Cc2ccccc2)Cc2ccc(N(C)C)cc2)ccc1-n1cnnn1	i	-9%	0%	-20	7%	-1%	?	15%	-3%
N#Cc1cccnc1N1CCN(C(c2ccnc3ccccc23)c2nnnn2-c2ccc3c(c2)OCCO3)CC1 (stereo not drawn)	i	14%	-15%	-12	3%	?	·	·	-20%
O=[N+]([O-])c1cccc(-c2csc(N/N=C/c3cccc(O)c3)n2)c1	?	?	?	-168*	?	?	?	?	18µM*
C/C(=C/C(=O)NCc1ccccc1)C(=O)O	i	6%	4%	0	3%	4%	-5%	-9%	14%
Cc1ccccc1S(=O)(=O)Cc1ccc(C(=O)NCCN(CC(C)C)CC(C)C)o1	i	-18%	-6%	-17	?	0%	6%	-10%	-3%
Cc1ccc(C)c(C(=O)COC(=O)CCN2C(=O)C3C4CCC(C4)C3C2=O)c1 (stereo not drawn)	i	3%	2%	4	·	·	10%	0%	8%
CS(=O)(=O)N1CCc2cc(C(=O)Nc3ccc(C(F)(F)F)cc3)ccc21	i	-3%	·	·	-27%	3%	·	·	·
O=S(=O)(NCC(c1ccc2c(c1)OCO2)N1CCN(c2ccccc2)CC1)c1ccccc1 (stereo not drawn)	i	-3%	-16%	-14	?	2%	11%	?	-15%
CCCCOCCCNC(=O)c1ccc([N+](=O)[O-])c(C)c1	i	0%	5%	-10	10%	1%	10%	0%	3%
Cc1ccc2[nH]c(=O)c3cc(C(=O)NCC4CCCO4)sc3c2c1 (stereo not drawn)	?	-29%	13%	-81*	5%	?	10%	1%	8%
Oc1ccc(C2C(c3ccccc3)=NN=C(c3ccccc3F)N2O)c(O)c1 (stereo not drawn)	i	32%	-3%	-16	2%	-29%	10%	55%	-3%

Single records, from the list above.
C#CCOCCOCCOCCNc1nc(N2CCOCC2)nc(N2CCN(C(=O)CCCCCCCCCCNC(=O)[C@H](CO)n3cc(CCCCCN)nn3)CC2)n1 is listed with S2 tox = i; ATXN2 expr inh = -4%; HT1080-NT tox = -4%; IL1B secr inh = -21; KB-3-1 tox = -7%; KB-V1 MDR tox = 8%; MCF10A rereplic = -3%; SW480 rerep = -10%[9.22 µM]; HT1080 IDH1KD tx = -10%
COc1ccc(C(=O)OCC(=O)NCCN2C(=O)CSC2=O)cc1 is listed with S2 tox = i; ATXN2 expr inh = 2%; HT1080-NT tox = 8%; IL1B secr inh = 24; KB-3-1 tox = -7%; KB-V1 MDR tox = 1%; MCF10A rereplic = 0%; SW480 rerep = -3%; HT1080 IDH1KD tx = 9%

The results go on.
SMILES	S2 tox	ATXN2 expr inh	HT1080-NT tox	IL1B secr inh	KB-3-1 tox	KB-V1 MDR tox	MCF10A rereplic	SW480 rerep	HT1080 IDH1KD tx
COc1ccc(Br)cc1C(=O)Nc1ccc(-c2nc3ncccc3o2)cc1C	i	10%	·	·	3%	8%	·	·	·
Cc1ccc(S(=O)(=O)N(CC(=O)NCCC2=CCCCC2)Cc2ccccc2)cc1	i	2%	?	4	?	18µM*	?	?	?
O=C(N/N=C/c1ccc2c(c1)OCO2)C(=O)N1CCCC1	i	21%	1%	-6	0%	10%	14%	-1%	3%
Cc1ccc2nc(N(CCCN(C)C)C(=O)c3ccc(S(=O)(=O)N4CCc5ccccc5C4)cc3)sc2c1	?	?	?	-96*	?	21µM*	5.2µM*	?	13µM*
COCCOn1c(SCCOC)nc2ccccc2c1=O	i	-2%	10%	18	8%	-1%	29%	?	3%
N#Cc1cccc(S(=O)(=O)NCc2nnc3ccccn23)c1	i	-4%	3%	0	1%	?	-1%	18%	-1%
CCn1c(O)c(N=NC(=S)NCC2CCCO2)c2ccccc21 (stereo not drawn)	·	·	-18%	34	-1%	?	-3%	3%	-12%
CCOc1ccc(N(Cc2cc3cc(C)ccc3[nH]c2=O)C(=O)c2cccc(Cl)c2)cc1	i	3%	·	·	-4%	1%	·	·	·
O=C1c2cccnc2C(=O)N1c1cccc([N+](=O)[O-])c1	i	-7%	8%	1	-1%	0%	6%	-6%	16%
Cc1cccc(C#N)c1NC1=CC(=O)CC(C)(C)C1	i	-2%	-1%	-3	-5%	4%	-1%	3%	-3%
CC1CCN(C(=O)C2CCN(S(=O)(=O)c3cccs3)CC2)CC1	i	17%	2%	-6	0%	?	-1%	-4%	2%
CCN(C(=O)c1cnc2scc(C)n2c1=O)c1ccccc1C	i	-17%	13%	31	12%	0%	0%	0%	-1%
N=C(N)c1ccc(Cl)cc1	i	5%	6%	21	-1%	0%	28%	-11%	7%
CCN(CC)S(=O)(=O)c1ccc2c(c1)C(=NO)c1cc(S(=O)(=O)N(CC)CC)ccc1-2	?	?	18µM*	-23	6.5µM*	12µM*	8.2µM*	?	7.3µM*
COc1ccc2nc(C)c3cc(C)oc3c2c1	i	0%	3%	-24	8%	0%	-2%	9%	13%
O=C(Nc1ccc(N2CCN(C(=O)c3cccs3)CC2)c(Cl)c1)c1ccco1	i	-16%	-4%	?	?	3.7µM*	?	0%	?
N=c1c2ccccc2nc2n1CCCCCCCCCCC2	?	?	?	-87*	0%	?	?	6%	23µM*
CCn1c(SCC(=O)Nc2ccc3c(c2)c2ccccc2n3CC)nnc1-c1cnccn1	i	-31%	?	-12	-15%	-26%	?	-6%	?
CCn1ccnc1CN(C)C(=O)c1cc(COc2ccc(Cl)cc2OC)on1	i	6%	-1%	-11	2%	?	-8%	2%	1%
Cc1c(CC(=O)NCC(=O)O)c(=O)oc2cc3occ(-c4ccccc4)c3cc12	i	4%	-3%	2	-1%	?	0%	-12%	1%
O=C(Nc1ccc(Cl)cc1)c1ccsn1	i	61%[activator]	0%	20	-8%	14%	-3%	-10%	-1%
CCc1ccc(CN(C)C(=O)c2cc(COc3c(F)cccc3F)on2)cc1	i	7%	7%	-58*	1%	-11%	18%	1%	17%
COc1ccccc1NC(=S)N1CC(C)(C)C1=O	i	5%	1%	13	-15%	9%	0%	?	11%
COc1ccc(CNC(=O)CN2C(=O)COc3ccc(S(=O)(=O)N4CCOCC4)cc32)cc1	?	15%	10%	24	17%	-6%	-2%	-10%	8%
CNC(=O)c1c(NC(=O)c2ccco2)sc(C)c1C	i	-5%	-2%	?	?	?	?	-5%	-10%
CCCC1=Nc2cc(C(=O)NCCc3ccc(OCC)cc3)ccc2Sc2ccccc21	i	-16%	·	·	?	-16%	·	·	·
O=C(c1ccncc1)N(Cc1cc2ccccc2[nH]c1=O)C1CCCCC1	i	-8%	7.1µM*	5	9.2µM*	?	?	12%	5.6µM*
CCc1ccc(NCc2cc3cc(OC)c(OC)cc3n(CC(=O)Nc3ccc(F)cc3)c2=O)cc1	?	3%	·	·	6%	-21%	·	·	·
CCC(C#CCN1CCOCC1)(CC)OCCC#N	i	-7%	-5%	-14	-10%	-14%	3%	14%	-4%
Cc1ccc(C(=O)NCC(=O)OCc2csc(-c3ccccc3)n2)cc1	i	1%	19%	17	-3%	24%	-2%	-1%	23%
N#CC1C=Cc2ccccc2N1C(=O)c1ccccc1 (stereo not drawn)	i	-27%	-22%	24	1%	-24%	14%	15%	?
Cc1cccc(NC(=O)c2ccc(S(=O)(=O)N(C)C)cc2)n1	i	28%	6%	-13	6%	0%	-1%	0%	6%
O=C(O)c1cccnc1Sc1ccc(Br)cc1	i	-29%	-12%	27	5%	0%	-6%	-3%	-8%
CCOC(=O)Cn1nc(Cc2ccccc2)c2ccccc2c1=O	i	-1%	-5%	11	-5%	-10%	3%	-8%	-3%
O=C(O)c1cnn2c(C(F)(F)F)cc(-c3ccco3)nc12	i	2%	11%	12	12%	10%	-2%	-10%	7%
O=C(CNc1cccc(C(F)(F)F)c1)Nc1cccc(S(=O)(=O)N2CCCC2)c1	i	?	-8%	?	?	?	12%	2%	-15%
Cn1c(C(=O)N2CCN(c3ccc([N+](=O)[O-])cc3)CC2)cc2c(=O)[nH]c3ccccc3c21	i	-21%	-19%	-54*	-14%	-4%	?	8%	-9%
CCOCCCNC(=O)C1CCN(Cc2cccc(OCc3ccccc3)c2)CC1	i	-9%	-11%	-22	-8%	0%	12%	?	-14%

Screening results (PubChem)
